From PubChem BioAssay
Tb PFK inh – blocks T. brucei phosphofructokinase; T. brucei PFK, ADP-Glo luminescence; Potency, µM (highest dose often 57.5 µM), for inactives: top-dose activity, negative = inhibition, hits mostly inhibitors; 330,000 tested, 0.17% active;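 also: potency is read from the fitted curve at half-maximal effect; 0% = uninhibited 1x PFK enzyme wells and -100% = no-enzyme wells; nearly all actives have a fitted effect of over 60% in size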
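In TEA buffer at pH 8.0 with 5 mM MgCl2, enzyme (1.25 nM) converted F6P (0.5 mM) and ATP (0.1 mM) for 45 min at room temperature. ADP product was read by luciferase luminescence.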
TSHR antagonist – antagonists of human thyroid stimulating hormone receptor | P16473 | TSHR-expressing cells, TSH-stimulated cAMP HTRF, 2 h; hits give low values | activity change, negative = inhibition, % at 11.5 µM | 330,000 tested, 0.2% active;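 active = activity change below a set negative limit, meaning inhibition stronger than a set level, cut at about -70% in these data; inconclusive = activity change between two set negative limits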; also: % is scaled to controls: 0 for no effect and ±100 for the full control effect
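Inhibition of cAMP made by TSHR-expressing cells under TSH stimulation (4nM final, EC80; 2 h, 37 deg C) is quantified with a one-step lysis HTRF kit, anti-cAMP cryptate versus cAMP-d2.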
CXXC DNA block – inhibitors of human MLL CXXC domain-DNA interaction; Q03164; MLL-CXXC / FITC-HOXA9 DNA fluorescence polarization; Potency, µM (top dose mostly 115 µM), inactives show at the highest dose activity change, negative = inhibition, actives largely listed as inhibitors; 290,000 tested, 0.037% active; AID 2662; active = well fitted inhibition curve with a large enough effect in the polarisation, with a control signal flat, not every such curve was filed as active; inconclusive = small, poorly fitted or top-dose-only effect, or effect the other way, or a change in a side signal; inactive = no such curve, though single readings can be large or run the other way; the % refers to the polarisation; also: potency is read from the fitted curve at half-maximal effect
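Steps: dispense CXXC domain solution (7 uM) → pin compounds or unlabeled HOX-A9 DNA control → 5 min ambient → add FLSN-HOX-A9 solution (50 nM) → spin → 30 min ambient → fluorescence polarization. Tris pH 7.5/NaCl/DTT/BSA buffer.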
AT treatment – potential ataxia-telangiectasia treatment; […] A-T fibroblasts, KAP-1 phosphorylation AlphaLISA; neocarzinostatin DNA damage 30 min before lysis; Potency, µM (titrated, usually from 57.5 µM), without a hit: at the top dose activation, hits mostly activators; 320,000 tested, 0.19% active; also: potency is read from the fitted curve at half-maximal effect; % of control where 0% means no effect; nearly all actives have a fitted effect of over 45% in size
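ATM-like activity read as KAP-1 phosphorylation via AlphaLISA donor/acceptor antibody pairs after lysis and 6 hr at 25C. Cells were ATM-null patient fibroblasts ([…], hTERT), dosed 60 min, then exposed to the DSB inducer NCS for 30 min.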
TCR act – activators of T cell receptors; Potency, µM (titrated, usually from 9.22 µM), without a hit: top-dose activation of IL-2 secretion, hits mostly activators; 330,000 tested, under 10 active; primary human leukocytes, anti-CD3, IL-2 HTRF, 48 h; also: % of control where 0% means no effect
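Primary human leukocytes were stimulated with a-CD3 beads plus compounds for 48 hr without co-stimulation; secreted IL-2 was quantified by HTRF using a-IL-2-K (europium cryptate) and a-IL-2-d2, excited at 320nm with acceptor emission read at 665nm.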
Chronic BCR inh – blocks chronic active B-cell receptor signaling | ABC-DLBCL IkBa-CBG/CBR reporter, luminescence ratio, 4 h | Potency, µM (titrated, usually from 46.1 µM), inactives show at the highest dose ratio change, negative = lower green/red ratio, actives largely listed as inhibitors | 340,000 tested, 0.05% active; active = well fitted inhibition curve with a large enough effect in the signal ratio, with a control signal flat, not every such curve was filed as active; inconclusive = small, poorly fitted or top-dose-only effect, or effect the other way, or a change in a side signal; the % refers to the signal ratio;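 also: potency is read from the fitted curve at half-maximal effect; plate controls were basal doxycycline-induced cells for no effect and cells given 10 µM MG132 for full effect; MG132 reads +100%, hits lower the ratio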
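Concentration-response series (up to 46 uM) were applied to TMD8 dual-reporter cells for 4 h at 37C with doxycycline. Green/red ratio, after filter-overlap correction, defined %Activity; red signal alone was normalised to basal cells and zero luminescence.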
Giardia kill – kills Giardia lamblia; AID 540267; 340,000 tested, 0.15% active; Giardia lamblia trophozoite viability; activity change, % at 7.66 µM, hits read low; in the data active = activity change below about -80%; inconclusive = between about -30% and that limit;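 also: parasites exposed to compound for two days anaerobically before the ATP read; % is scaled to controls: 0 for no effect and ±100 for the full control effect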
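Media and compound were dispensed first, then trophozoites at 100 cells/well; plates sat 48 hrs at 37 deg C without oxygen before ATP luminescence reagent was added and read after 15-30 min at room temperature.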
KCNH2 WT inh – KCNH2 (human, wildtype) channel inhibition; 340,000 tested, 0.37% active; activity change, % at 1.84 µM; U2OS, BacMam KCNH2, thallium flux FluxOr; hits give low values;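 active = maximum activity change below -70%; inconclusive = maximum activity change between -70% and -50%; inactive = maximum activity change above -50%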; also: % is scaled to controls: 0 for no effect and ±100 for the full control effect
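U2OS cells transduced with wild-type KCNH2 virus are loaded with FluxOr dye for 45 min, and thallium flux is measured in kinetic reads before and after stimulation buffer. Rate constants are normalized to DMSO controls.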
GALK inhibitor – blocks human galactokinase activity; 270,000 tested, 0.007% active; P51570; Potency, µM (titrated, usually from 57.5 µM), inactives show at the highest dose activity change, negative = inhibition, most hits filed as inhibitors; Purified GALK, Kinase-Glo residual ATP luminescence; AID 1868; also: potency is read from the fitted curve at half-maximal effect; % is scaled to controls: 0 for no effect and ±100 for the full control effect
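Kinase-Glo Plus luminescence measured ATP left after a 1 h room-temperature reaction. The reaction used 5 nM GALK, 100 uM galactose and 35 uM ATP at pH 8.0 (20 mM HEPES, 5 mM MgCl2, 60 mM NaCl, 1 mM DTT, 0.01% BSA).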
FBPA coupling cs – inhibits coupling enzyme system, counter-screen for aldolase hits; coupling enzyme system counterscreen, AmpLite Red fluorescence; activity change, negative = inhibition, % at 58.2 µM, hits read low; 290,000 tested, 0.67% active; in the data active = activity change below about -30%; also: % is scaled to controls: 0 for no effect and ±100 for the full control effect
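Fluorescence at 525 nm excitation and 598 nm emission measured inhibition of the coupled detection system without aldolase. Compounds (at 57.5 uM final) were preincubated 10 min at room temperature with coupling enzyme reagent before a 20 min substrate/AmpLite Red step.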
An asterisk follows results filed as active; [ ] = another dose, or the depositor's remark. Unless noted, calls follow the shape of the dose curve; as a rule, active = well fitted curve in the direction sought with a large enough effect; inconclusive = small, poorly fitted or top-dose-only effect, or another doubt; inactive = no such curve, though single readings can be large; an effect the other way counts as inactive or inconclusive.

How did CCC(C(=O)c1ccc2ncccc2c1)c1ccccc1 (stereo not drawn) do in these assays?
Tb PFK inh: 6%; TSHR antagonist: -17; CXXC DNA block: 17%; AT treatment: -5%; TCR act: -5%[46.1 µM]; Chronic BCR inh: inconclusive; Giardia kill: -8; KCNH2 WT inh: 7; FBPA coupling cs: 2

Results for CC(=O)OCC(=O)Nc1ccc(N=Nc2ccccc2)cc1 ?
Tb PFK inh: 0%; TSHR antagonist: -1; CXXC DNA block: -3%; AT treatment: 0%; TCR act: -1%[46.1 µM]; Chronic BCR inh: inconclusive; Giardia kill: 10; KCNH2 WT inh: -6; GALK inhibitor: 0%; FBPA coupling cs: -1

What do the screens show for `Cc1ccc(OCC(=O)Nc2ccc(N3CCN(S(C)(=O)=O)CC3)cc2)c(C)c1`?
Tb PFK inh: 0%; TSHR antagonist: 14; CXXC DNA block: 18%; AT treatment: -3%; TCR act: -1%; Chronic BCR inh: -2%; Giardia kill: -11; KCNH2 WT inh: 2; GALK inhibitor: -2%; FBPA coupling cs: 0

How did Cc1ccc(C)c(SCC(=O)NC(=O)NC2CCCC2)c1 do in these assays?
Tb PFK inh: -3%; TSHR antagonist: -9; AT treatment: 6%; TCR act: 2%; Chronic BCR inh: inconclusive; Giardia kill: -5; KCNH2 WT inh: -6

Results for CN(C)c1ccc2c(O)cc(=O)n(C)c2c1 ?
Tb PFK inh: -4%; TSHR antagonist: -6; CXXC DNA block: -5%; AT treatment: -1%; TCR act: 2%; Chronic BCR inh: 0%; Giardia kill: 11; KCNH2 WT inh: -11; GALK inhibitor: 1%; FBPA coupling cs: -37*

Results for CCOc1ccc(N2C(=O)CSC2c2ccncc2)cc1 (stereo not drawn) ?
Tb PFK inh: -1%; TSHR antagonist: 17; CXXC DNA block: 2%; AT treatment: -4%; TCR act: 0%[46.1 µM]; Chronic BCR inh: 1%; Giardia kill: -6; KCNH2 WT inh: -8; GALK inhibitor: -4%; FBPA coupling cs: 1

What do the screens show for `CC(C)(C)OC(=O)NCCCC[C@H](NC(=O)c1nc[nH]c1C(=O)NCc1ccccc1)C(=O)OC(C)(C)C`?
Tb PFK inh: 1%; TSHR antagonist: -7; CXXC DNA block: -2%; AT treatment: -13%; TCR act: -1%; Chronic BCR inh: -1%; Giardia kill: 12; KCNH2 WT inh: 2; GALK inhibitor: -1%; FBPA coupling cs: -10

What do the screens show for `Cc1cc(C)cc(OCC(=O)Nc2cc(NC(=O)COc3cc(C)cc(C)c3)cc(C(=O)O)c2)c1`?
Tb PFK inh: 1%; TSHR antagonist: -14; CXXC DNA block: -19%; AT treatment: -2%; TCR act: -13%; Chronic BCR inh: -7%; Giardia kill: -12; KCNH2 WT inh: 8; GALK inhibitor: 0%; FBPA coupling cs: 5

What do the screens show for `O=C(NC1CCN(S(=O)(=O)c2ccccc2)CC1)c1ccccc1`?
Tb PFK inh: -5%; TSHR antagonist: -8; CXXC DNA block: -8%; AT treatment: 5%; TCR act: 0%; Chronic BCR inh: 5%; Giardia kill: 10; KCNH2 WT inh: 3; GALK inhibitor: 7%; FBPA coupling cs: 0

What do the screens show for `Cc1cc(C(=O)OCC(=O)NCc2ccccc2)c2ccccc2n1`?
Tb PFK inh: 11%; TSHR antagonist: -14; AT treatment: 1%; TCR act: 3%; Chronic BCR inh: 4%; Giardia kill: -10; KCNH2 WT inh: -1

How did CC(=O)Nc1sc2c(c1C(c1ccccc1Cl)N1CCN(CCO)CC1)CCCC2 (stereo not drawn) do in these assays?
Tb PFK inh: -8%; TSHR antagonist: -3; CXXC DNA block: 0%; AT treatment: -1%; TCR act: 2%; Chronic BCR inh: inconclusive; Giardia kill: 12; KCNH2 WT inh: 6; GALK inhibitor: -1%; FBPA coupling cs: 0

Results for Cc1ccccc1-c1nc(CS(=O)CC(=O)NC2CC2)c(C)o1 (stereo not drawn) ?
Tb PFK inh: -1%; TSHR antagonist: -6; CXXC DNA block: 5%; AT treatment: 5%; TCR act: 2%; Chronic BCR inh: -5%; Giardia kill: 8; KCNH2 WT inh: -27; GALK inhibitor: -3%

How did COc1ccc(CNC(=O)/C=C/c2ccc(S(=O)(=O)NCc3ccco3)cc2)cc1OC do in these assays?
Tb PFK inh: 1%; TSHR antagonist: -10; CXXC DNA block: 13%; AT treatment: 9%; TCR act: 1%; Chronic BCR inh: -3%; Giardia kill: 17; KCNH2 WT inh: 3; GALK inhibitor: 0%; FBPA coupling cs: 2

How did Cc1cc(=O)oc2ccc(OCC(=O)NCc3ccco3)cc12 do in these assays?
Tb PFK inh: -1%; TSHR antagonist: 3; CXXC DNA block: 35%[activator]; AT treatment: 1%; TCR act: 2%; Chronic BCR inh: inconclusive; Giardia kill: -19; KCNH2 WT inh: -2; GALK inhibitor: 0%; FBPA coupling cs: 1

How did Cc1ccc(NC(=O)C(C)N2C(=O)c3ccccc3C2=O)cc1S(=O)(=O)N1CCOCC1 (stereo not drawn) do in these assays?
Tb PFK inh: -1%; TSHR antagonist: -6; CXXC DNA block: 0%; AT treatment: -1%; TCR act: 2%; Chronic BCR inh: -4%; Giardia kill: inconclusive; KCNH2 WT inh: -6; GALK inhibitor: 1%; FBPA coupling cs: -6

How did CCOC(=O)Cn1nc(C)c(NC(=O)COc2cccc(Cl)c2)c1C do in these assays?
Tb PFK inh: 0%; TSHR antagonist: 7; CXXC DNA block: 2%; AT treatment: 4%; TCR act: 3%; Chronic BCR inh: 0%; Giardia kill: -15; KCNH2 WT inh: 4; GALK inhibitor: 7%; FBPA coupling cs: 2

What do the screens show for `Cc1cc(C)n(-c2ncc3c(n2)N(C)CCOC3=O)n1`?
Tb PFK inh: -4%; TSHR antagonist: -6; CXXC DNA block: -2%; AT treatment: inconclusive; TCR act: 6%; Chronic BCR inh: 6%; Giardia kill: -3; KCNH2 WT inh: 1; GALK inhibitor: -2%; FBPA coupling cs: 2

What do the screens show for `Clc1ccccc1N=C1NN=C(c2cccs2)CS1`?
Tb PFK inh: -8%; TSHR antagonist: -17; CXXC DNA block: 11%; AT treatment: -1%; TCR act: 3%; Chronic BCR inh: inconclusive; Giardia kill: 0; KCNH2 WT inh: -3; GALK inhibitor: -1%; FBPA coupling cs: 2

What do the screens show for `O=S(=O)(c1ccc(Oc2ccc(F)c(Cl)c2)nc1)N1CCOCC1`?
Tb PFK inh: -16%; TSHR antagonist: -9; AT treatment: 1%; TCR act: 0%; Chronic BCR inh: inconclusive; Giardia kill: 3; KCNH2 WT inh: -10

Results for CC1(C)NC(=O)N(CC(=O)NNC(=O)c2ccccc2F)C1=O ?
Tb PFK inh: 3%; TSHR antagonist: -4; AT treatment: 7%; TCR act: -1%; Chronic BCR inh: -3%; Giardia kill: 2; KCNH2 WT inh: -18

What do the screens show for `O=C(NC1CCCC1)c1nc2c(nnn2Cc2cccc(Cl)c2)c(=O)[nH]1`?
Tb PFK inh: -2%; TSHR antagonist: -9; CXXC DNA block: -6%; AT treatment: -2%; TCR act: -4%; Chronic BCR inh: 4%; Giardia kill: 12; KCNH2 WT inh: 0; GALK inhibitor: 3%; FBPA coupling cs: -3

Results for O=C(c1cccs1)c1coc2ccc(O)c(CN3CCOCC3)c12 ?
Tb PFK inh: 3%; TSHR antagonist: -6; CXXC DNA block: 3%; AT treatment: -1%; TCR act: 1%; Chronic BCR inh: -6%; Giardia kill: 7; KCNH2 WT inh: 7; GALK inhibitor: 9%; FBPA coupling cs: 2

What do the screens show for `COc1cccc(CNC(=O)CSc2nc3ccc(C)cc3[nH]2)c1`?
Tb PFK inh: 1%; TSHR antagonist: 13; CXXC DNA block: 58%[activator]; AT treatment: 41%; TCR act: 3%; Chronic BCR inh: 0%; Giardia kill: -17; KCNH2 WT inh: 10; GALK inhibitor: 0%; FBPA coupling cs: -1

Of the compounds above, two contain an aryl thioether with sulfur outside any ring.
How did Cc1ccc(C)c(SCC(=O)NC(=O)NC2CCCC2)c1 do in these assays?
Tb PFK inh: -3%; TSHR antagonist: -9; AT treatment: 6%; TCR act: 2%; Chronic BCR inh: inconclusive; Giardia kill: -5; KCNH2 WT inh: -6

What do the screens show for `COc1cccc(CNC(=O)CSc2nc3ccc(C)cc3[nH]2)c1`?
Tb PFK inh: 1%; TSHR antagonist: 13; CXXC DNA block: 58%[activator]; AT treatment: 41%; TCR act: 3%; Chronic BCR inh: 0%; Giardia kill: -17; KCNH2 WT inh: 10; GALK inhibitor: 0%; FBPA coupling cs: -1
